# MT1-MMP act inh: blocks activation of human MT1-MMP | HT1080 RFP-PRO-GFP cells, GFP/RFP ratio fluorescence, overnight; percent of plate control window, DMSO zero | GFP/RFP ratio change, % at 20 µM | P50281 | hit rate 0.061% among 360,000 | AID 651647;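 active = GFP/RFP ratio change of at least 30% with cell ATP level not reduced by more than half and red fluorescence within 50% of control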; also: strong numbers were not always called active
#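 Assay system: RFP-PRO-GFP reporter HT1080 cells; read-out basis: GFP/RFP fluorescence ratio; benchmarks: DMSO wells and RFP-L50D-GFP cells; doses: 20 µM single dose, 1% DMSO; schedule: overnight cell settling, then overnight compound exposure, 37 °C, 5% CO2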
# SKN-1 block: inhibitors of C. elegans SKN-1 | C. elegans VP596 Pgst-4::GFP/RFP ratio, acrylamide-induced, 24 h | inhibition, % at 21.8 µM | hit rate 0.49% among 360,000 | AID 624304;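 active = interference check ratio from 0.5 to 1.5 plus GFP to RFP signal ratio inhibition reaching or exceeding a fixed threshold, cut at about 30% in these data, passing the limit was not always enough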; also: some compounds called inactive have numbers as strong as hits
# FAS-TE inh: FAS thioesterase (human) inhibition | P49327 | recombinant FAS-TE, OMFH fluorogenic substrate, fluorescence endpoint | inhibition, % at 15 µM | AID 602261 | hit rate 0.67% among 360,000;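 active = compounds whose normalised, plate-corrected inhibition of enzyme fluorescence in the single-dose primary screen is 50% or more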;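 also: 0% = DMSO with enzyme and 100% = substrate without enzyme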
# CSN deneddyl inh: CSN deneddylation inhibition. hit rate 0.38% among 360,000. inhibition, % at 12.5 µM. Purified CSN, SCF-Nedd8-OG deneddylation, fluorescence polarization. AID 651999;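 active = pattern-corrected inhibition above about 35%, with an unprinted fluorescence ratio check between 0.5 and 1.5, limit read from the data, passing the limit was not always enough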;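 also: 0% = enzyme with substrate and 100% = substrate without enzyme; some results filed as inactive read as strong as hits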
# Target sequence (Q92905 whole entry, looked up, one chain of several): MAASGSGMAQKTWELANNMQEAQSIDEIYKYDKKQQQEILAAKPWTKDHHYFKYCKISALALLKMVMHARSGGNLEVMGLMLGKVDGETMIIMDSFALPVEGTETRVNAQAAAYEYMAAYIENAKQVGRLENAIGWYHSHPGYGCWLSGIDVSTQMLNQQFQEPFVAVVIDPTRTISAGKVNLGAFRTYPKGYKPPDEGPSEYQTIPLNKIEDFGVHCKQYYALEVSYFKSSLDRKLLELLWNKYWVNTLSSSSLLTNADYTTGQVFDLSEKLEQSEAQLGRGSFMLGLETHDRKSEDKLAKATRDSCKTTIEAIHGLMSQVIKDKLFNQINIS
#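 assay system = purified human Csn5 enzyme expressed in HEK293T cells | amount = 0.24 nM enzyme | buffer or medium = Tris/NaCl/DTT buffer, pH 7.5 | reagent = 10 nM SCFSkp2-Nedd8OG | compound = one concentration, 12.5 µM, 0.25% DMSO | times = 90 min reaction at room temperature | signal = FP | read-out basis = % inhibition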
# Neddylation inh: blocks human cullin neddylation | P61081+Q13564 | TR-FRET cullin neddylation, biochemical | calls only at 25 µM | hit rate 0.58% among 360,000; in the data active = inhibition above about 36%
# MLLE-PAM2 inh: blocks PAM2 peptide binding to the PABP1 MLLE domain; inhibition, % at 20 µM; P11940; GST-MLLE / FITC-PAM2 fluorescence polarization; hit rate 0.36% among 360,000; in the data active = inhibition above about 35%, passing the limit was not always enough;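 also: plate controls were DMSO wells with GST-MLLE for no effect and wells lacking GST-MLLE protein for full effect; some results filed as inactive read as strong as hits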
# NadD block: NadD (S. aureus) enzyme inhibition; inhibition, % at 20 µM; purified NadD enzyme, colorimetric absorbance read-out; AID 602399; hit rate 0.78% among 360,000; in the data active = inhibition above about 26%; also: some compounds past the cut are filed as inactive
# Rin1-Abl PPI inh: inhibitors of human Rin1-Abl protein interaction; TR-FRET Rin1/Abl binding, biochemical; inhibition, % at 7.35 µM; hit rate 0.4% among 360,000; AID 588664; in the data active = inhibition above about 5%, passing the limit was not always enough
# Rpn11 inh: blocks the human proteasome subunit Rpn11. O00487. human 26S proteasome, Ub4-pepOG fluorescence polarization; 20S core pre-blocked with epoxomicin. calls only at 20 µM. hit rate 0.59% among 360,000;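 active = inhibition at 20 µM, scaled to each plate's controls, above about 33%, limit read from the data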
# Target sequence (O00487 whole entry, looked up): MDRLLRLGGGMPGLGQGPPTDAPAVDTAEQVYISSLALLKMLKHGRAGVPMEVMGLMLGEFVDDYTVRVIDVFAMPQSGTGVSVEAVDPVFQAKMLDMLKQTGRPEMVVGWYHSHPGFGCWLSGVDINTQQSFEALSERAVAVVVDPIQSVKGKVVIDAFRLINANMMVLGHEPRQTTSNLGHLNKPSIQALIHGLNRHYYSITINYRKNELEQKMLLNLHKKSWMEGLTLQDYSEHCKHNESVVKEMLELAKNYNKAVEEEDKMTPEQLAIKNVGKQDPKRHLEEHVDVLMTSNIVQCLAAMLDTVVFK
# * hit, by the source's call; i = inactive; . = no result given; + = active, no number.
SMILES,MT1-MMP act inh,SKN-1 block,FAS-TE inh,CSN deneddyl inh,Neddylation inh,MLLE-PAM2 inh,NadD block,Rin1-Abl PPI inh,Rpn11 inh
Cc1nnc(-c2ccc(Oc3ccc(Br)cc3)c([N+](=O)[O-])c2)o1,-2,22,9,-2,i,-6,-7,0,i
Cc1cc(C)nc(N2CCCC(C(=O)NCc3cccc(C(F)(F)F)c3)C2)n1 (configuration not stated),1,-1,-4,3,i,-5,-3,-6,i
COc1ccccc1CNC(=O)C(=O)NCC1CCCO1 (configuration not stated),-1,4,-12,0,i,-9,-2,3,i
CCOc1cc(OCC)cc(C(=O)Nc2cccnc2)c1,0,4,-1,2,i,8,1,-1,i
Cc1cccc(N2CCN(C(=O)c3ccc(CS(=O)Cc4ccc(Cl)cc4)o3)CC2)c1C (configuration not stated),-1,1,21,-2,i,-7,-3,1,i
CC(C)Oc1ccc2ccccc2c1CNC[C@H]1O[C@@H](n2cnc(C(N)=O)n2)[C@H](O)[C@@H]1O,3,-8,-8,1,i,13,-3,2,i
Cc1ccc(N2CC(C)Cn3c2nc2c3c(=O)[nH]c(=O)n2C)cc1 (configuration not stated),4,-11,0,-1,i,6,-4,-1,i
CCOc1ccc(CCN2C(=O)C(=O)N([C@@H](CC(C)C)CN3CCC[C@H]3CN3C(=O)C(=O)NC[C@@H]3Cc3ccc(O)cc3)C[C@@H]2CC(C)C)cc1,1,0,-1,3,i,.,16,.,.
Cc1ccc2c(N)c(C#N)sc2n1,-2,-9,-8,9,i,7,-4,-3,i
CCOc1ccccc1NC(=O)CN1CCC(NC(=O)c2ccccc2C)CC1,5,7,-7,1,i,13,-2,-3,i
COc1cc(=O)n(C)c2c(O)cccc12,0,8,-7,-2,i,4,2,-1,i
O=C(CC1N=C2c3ccccc3N=C(SCc3ccc(Cl)cc3)N2C1=O)NCc1ccco1 (configuration not stated),-5,14,17,15,i,22,49*,-1,i
Cc1ccc(S(=O)(=O)n2cnc3cc([N+](=O)[O-])ccc32)c(C)c1C,3,-10,-8,5,i,17,-2,-2,i
CC(C)(C)c1ccc(-c2nnc(SCCC#N)n2C2CCCC2)cc1,-13,4,30,-2,i,-117,1,1,i
COc1ccc(OC)c(S(=O)(=O)NC2CC2)c1,-1,12,-4,2,i,-7,-2,2,i

# Profiles, looked up by structure. Order of values: MT1-MMP act inh, SKN-1 block, FAS-TE inh, CSN deneddyl inh, Neddylation inh, MLLE-PAM2 inh, NadD block, Rin1-Abl PPI inh, Rpn11 inh
# Record of Cc1ccc(S(=O)(=O)n2cnc3cc([N+](=O)[O-])ccc32)c(C)c1C → 3, -10, -8, 5, i, 17, -2, -2, i
# Record of CCOc1ccc(CCN2C(=O)C(=O)N([C@@H](CC(C)C)CN3CCC[C@H]3CN3C(=O)C(=O)NC[C@@H]3Cc3ccc(O)cc3)C[C@@H]2CC(C)C)cc1 → 1, 0, -1, 3, i, ., 16, ., .
# Record of Cc1ccc2c(N)c(C#N)sc2n1 → -2, -9, -8, 9, i, 7, -4, -3, i

# Further results follow.
SMILES,MT1-MMP act inh,SKN-1 block,FAS-TE inh,CSN deneddyl inh,Neddylation inh,MLLE-PAM2 inh,NadD block,Rin1-Abl PPI inh,Rpn11 inh
CC(=O)c1ccc(NC(=O)C2CCCC2)cc1,-5,1,-4,3,i,3,-2,-2,i
O=C(COC(=O)C1CC1)Nc1ccc(Oc2ccccc2)cc1,4,-13,3,-7,i,9,-1,-3,i
O=S(=O)(c1cccc2cccnc12)N1CCOCC1,-3,-10,-3,-5,i,-5,-4,2,i
O=C(NNc1nc(N2CCOCC2)nc(N2CCOCC2)n1)c1ccccc1,-3,7,-4,-4,i,-11,-2,0,i
O=C(O)c1ccc(CNCc2cccc(Cl)c2)cc1,2,-7,-4,-2,i,-11,1,3,i
CCc1nc2ccc(C(=O)NCCCn3ccnc3)cn2c1N(CC)CCN(C)C,-4,0,-8,-2,i,-4,-2,-3,i
CCN(Cc1ccccc1)Cc1cc(OC)cc(OC)c1,-9,-15,3,1,i,8,-4,3,i
COc1ccc(N/C(C)=C2/C(=O)C(=O)N(CCO)C2c2ccc(Br)cc2)cc1 (configuration not stated),0,-4,8,9,i,8,2,-1,i
Cn1c2ccccc2c2cc(C(=O)O)ccc21,7,6,-8,5,i,-1,-5,4,i
CC(C)c1csc(CN2CCC(N3CCC(C(=O)N4CCOCC4)CC3)CC2)n1,0,-10,-1,2,i,-5,-6,2,i
COC(=O)[C@@H](NCc1ccc(B(O)O)cc1)C(C)C,1,6,-6,2,i,1,0,-1,i
CNC(=S)NNC(=O)c1sc(-c2cc(C)on2)nc1C,4,9,-10,0,i,-38,3,4,i
Cc1cccc(N2CCN(S(=O)(=O)c3ccc(-c4coc(C)n4)cc3)CC2C)c1 (configuration not stated),-2,2,18,-3,i,10,-3,1,i
CC(C)c1ccc(NC(=S)Nc2ccc3cn[nH]c3c2)cc1,-3,2,5,1,i,26,1,-2,i
CCOC(=O)Cc1csc(N/N=C\c2ccc(N(C)C)cc2)n1,1,19,3,3,i,-112,5,2,i
CCC(C)[C@H](N)C(=O)N[C@H]1CCC2C3CC=C4C[C@@H](O)CC[C@]4(C)C3CC[C@@]21C (some centres not stated),1,3,-9,1,i,0,-9,5,i
CCN(CC)CCOC(=O)c1ccc(N/C=C(/C#N)c2nc(-c3ccc(OC)c(OC)c3)cs2)cc1,6,-3,-4,126*,+,-113,17,-13,+
CCOC(=O)C1=C(CCc2ccccc2)NC(=O)NC1c1ccc(C#N)cc1 (configuration not stated),0,8,5,-7,i,-9,3,2,i
O=C1OCCC1Sc1nnc(-c2ccc3c(c2)OCO3)n1-c1ccccc1 (configuration not stated),6,-11,-8,2,i,-102,10,0,i
N=C1/C(=C/c2ccco2)C(=O)N=C2SC(CC(=O)N3CCCC3)=NN12,1,-5,-3,19,i,-4,0,0,i
Cc1ccc(O)c(N=Cc2ccc(C)s2)c1,3,-6,-12,0,i,-11,-1,-1,i
COc1ccc(OC)c(/C(O)=C/C(=O)C(=O)Nc2cc(C)ccc2OC)c1,3,-4,-8,4,i,-9,10,1,i
Cc1n[nH]c(C)c1S(=O)(=O)N(C)Cc1ccco1,1,3,-8,-1,i,13,-5,-2,i
Cc1onc(-c2ccccc2)c1C(=O)NCc1cccc(Cl)c1,-2,14,2,2,i,1,-3,2,i
COc1cc(/C=C/C(=O)OCC(=O)Nc2cc(S(=O)(=O)N3CCOCC3)ccc2Cl)cc(OC)c1OC,4,-6,31,-2,i,2,-4,0,i
CCOC(=O)n1ccc(C(=O)Nc2ccccc2F)n1,-4,-4,-6,-3,i,-6,0,3,i
CCn1c(C(=O)N2CCC(C(=O)N3CCN(c4ccccn4)CC3)CC2)cc2sccc21,-2,5,-5,-5,i,-4,-1,1,i
O=C(CN(C(=O)c1csnn1)c1cccc(C(F)(F)F)c1)NC1CCCC1,-1,9,1,4,i,23,-3,1,i
c1ccc(CCNc2ncnc3c2nnn3Cc2ccccc2)cc1,3,13,-4,0,i,10,-2,8,i
O=C(Nc1ccc(NC(=O)C2CCCCC2)nc1)c1cccs1,4,7,-4,-6,i,-11,-3,-1,i
Cc1nc2ccccc2n1S(=O)(=O)N(C)C,-1,-3,-9,1,i,-2,-2,0,i
COc1ccc(NC(=O)COC(=O)CN2C(=O)NC(C)(C)C2=O)cc1,0,6,-6,2,i,7,0,0,i
CCOC(=O)C1(C)CCCCCN1C(=O)c1ccc(N(C)C)cc1 (configuration not stated),-2,-4,-3,-3,i,-3,0,-6,i
CC(C)c1ccccc1-n1c(-c2cccnc2)n[nH]c1=S,3,7,-6,-3,i,-10,11,-1,i
O=C1CC(N(C(=O)c2ccco2)c2ccc(F)cc2)C(=O)N1c1ccc(F)cc1 (configuration not stated),-1,-2,-1,3,i,2,-1,-3,i
CC(c1ccco1)N(C(=O)c1cccs1)c1ccccn1 (configuration not stated),4,-5,-4,-5,i,2,2,5,i
Cc1ccc(F)cc1NC(=O)CCC(=O)c1cccs1,-19,-2,-1,0,i,8,-3,0,i
COc1ccccc1CNC(=O)CN1C(=O)N(C)C2(CCCCC2)C1=O,-2,12,-5,-6,i,-2,1,-1,i
CC1CC(C)CN(S(=O)(=O)CCNC(=O)c2ccccc2)C1 (configuration not stated),3,7,-2,-5,i,19,-1,-1,i
c1ccc(CSc2nnnn2-c2ccc3c(c2)OCCO3)nc1,0,9,-6,4,i,-14,0,3,i
COC(=O)c1ccc(OC(=O)CS(=O)c2ccccc2[N+](=O)[O-])cc1 (configuration not stated),-4,9,29,3,i,28,1,8,i

# In the list so far, these have a cyano group.
SMILES,MT1-MMP act inh,SKN-1 block,FAS-TE inh,CSN deneddyl inh,Neddylation inh,MLLE-PAM2 inh,NadD block,Rin1-Abl PPI inh,Rpn11 inh
Cc1ccc2c(N)c(C#N)sc2n1,-2,-9,-8,9,i,7,-4,-3,i
CC(C)(C)c1ccc(-c2nnc(SCCC#N)n2C2CCCC2)cc1,-13,4,30,-2,i,-117,1,1,i
CCN(CC)CCOC(=O)c1ccc(N/C=C(/C#N)c2nc(-c3ccc(OC)c(OC)c3)cs2)cc1,6,-3,-4,126*,+,-113,17,-13,+
CCOC(=O)C1=C(CCc2ccccc2)NC(=O)NC1c1ccc(C#N)cc1 (configuration not stated),0,8,5,-7,i,-9,3,2,i
